Bioassay records (PubChem BioAssay)
Cycloheximide cs: counter-screen for Shiga toxin inhibitors: cycloheximide protein synthesis inhibition | max response, % | actives 12% (n = 300,000) | cell reporter, cycloheximide protein synthesis inhibition counterscreen; in the data active means max response mostly above about 13%, no sharp cut-off; inactive means mostly below about 14%; further: read at 38.3 µM for the half of the compounds with a filed dose; 0% is about no effect
Shiga toxin inh: blocks Shiga toxin action in Vero cells; Vero cells, Shiga toxin protein synthesis inhibition reporter; inhibition, % at 38.7 µM; actives 9.2% (n = 290,000); AID 2315; in the data active means inhibition mostly above about 28%, no sharp cut-off; inactive means mostly below about 43%; further: 0% is about no effect
AMA1-RON2 inh: AMA1-RON2 (P. falciparum) interaction inhibition; AlphaScreen AMA1-biotinylated RON2 peptide binding; Potency, µM (highest dose often 58.2 µM), for the others: at the highest dose activity change, negative = inhibition, actives largely listed as inhibitors; actives 0.2% (n = 360,000);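 further: potency means the concentration at half of the fitted maximal effect; 0% = vehicle wells and -100% = peptide control; nearly all actives have a fitted effect of over 45% in size; some results filed as inactive show a strong effect at the top dose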
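AMA1 (3D7) with his tag at 25 nM final met compounds first, then biotinylated RON2 peptide at 25 nM; detection used donor plus acceptor beads, 10 µg/mL apiece, read by AlphaScreen after 30 min at room temperature.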
LmPK inh: LmPK (Leishmania mexicana) enzyme inhibition. purified LmPK, Kinase-Glo ATP luminescence, 1 h. Potency, µM (titrated, usually from 57.5 µM), inactives show top-dose activity change, negative = inhibition, usual class: inhibitors. actives 0.37% (n = 290,000); further: potency means the concentration at half of the fitted maximal effect; on the % scale 0 is the no-effect control and ±100 the full control effect
Target sequence (Q27686 whole entry, looked up): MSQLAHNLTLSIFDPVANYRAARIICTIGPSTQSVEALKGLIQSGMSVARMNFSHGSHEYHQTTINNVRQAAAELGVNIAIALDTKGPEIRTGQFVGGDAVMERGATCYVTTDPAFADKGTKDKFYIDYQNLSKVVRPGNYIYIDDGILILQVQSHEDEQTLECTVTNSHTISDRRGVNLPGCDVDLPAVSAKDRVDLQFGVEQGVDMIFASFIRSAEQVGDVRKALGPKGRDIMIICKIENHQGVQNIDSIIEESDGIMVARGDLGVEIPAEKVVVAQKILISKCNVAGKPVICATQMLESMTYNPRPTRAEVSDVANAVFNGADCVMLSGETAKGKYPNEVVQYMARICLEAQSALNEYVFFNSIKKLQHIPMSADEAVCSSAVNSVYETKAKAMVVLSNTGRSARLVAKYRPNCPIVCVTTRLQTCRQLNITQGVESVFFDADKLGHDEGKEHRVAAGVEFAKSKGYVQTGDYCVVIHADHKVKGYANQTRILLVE
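ATP generated from ADP (0.1 mM) and PEP (0.5 mM) by 0.1 nM LmPK over 1 h at room temperature (pH 7.2 imidazole buffer) was detected by coupled luciferase luminescence. Values were normalized to uninhibited and no-enzyme wells.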
Tb PYK inh: blocks Trypanosoma brucei pyruvate kinase. TbPYK enzyme, Kinase-Glo Plus ATP luminescence, 45 min. Potency, µM (series often up to 76.8 µM), for the others: at the top dose activity, negative = inhibition, most hits filed as inhibitors. actives 0.12% (n = 410,000). AID 624173; further: potency means the concentration at half of the fitted maximal effect; on the % scale 0 is the no-effect control and ±100 the full control effect; nearly all actives have a fitted effect of over 50% in size
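ADP (130 uM final) triggers the TbPYK reaction after compound addition; incubation is 45 min at room temperature. Kinase-Glo Plus is then added and luminescence imaged. Normalized data are fitted to concentration-effect curves.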
Pf growth 96h: P. falciparum growth inhibition at 96 hour, primary screen for plastid delayed-death inhibitors | P. falciparum luciferase reporter growth, 96 h | AID 504834 | actives 6.9% (n = 320,000) | Potency, µM (top dose mostly 28.7 µM), for inactives: top-dose activity change, negative = inhibition, hits mostly inhibitors; further: potency means the concentration at half of the fitted maximal effect; on the % scale 0 is the no-effect control and ±100 the full control effect
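Two-generation exposure (96 h) targets delayed-death phenotype. Reporter parasites carrying integrated firefly luciferase, in red cells at 2% hematocrit and 0.05% parasitemia final, kept at 37 C, 5% CO2; luminescence loss indicates inhibition.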
Pf growth 48h: inhibits P. falciparum growth in the first generation, 48 h; Potency, µM (top dose mostly 28.7 µM), inactives show at the highest dose activity change, negative = inhibition, actives largely listed as inhibitors; P. falciparum luciferase growth in erythrocytes, 48 h; actives 5.9% (n = 310,000); AID 504832; further: potency means the concentration at half of the fitted maximal effect; on the % scale 0 is the no-effect control and ±100 the full control effect
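Here the parasites carry a stable luciferase gene and grow inside erythrocytes in Albumax-based RPMI medium with compound for one erythrocytic cycle. Activity is scored as loss of luminescent signal.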
An asterisk follows results filed as active; i = inactive; ? = inconclusive; nt = no result given; [ ] = another dose, or the depositor's remark. Unless noted, the call rests on the fitted dose curve; in most records, active means well fitted curve in the direction sought with a large enough effect; inconclusive means small, poorly fitted or top-dose-only effect, or another doubt; inactive means no such curve, though single readings can be large; an effect the other way counts as inactive or inconclusive.

SMILES | Cycloheximide cs | Shiga toxin inh | AMA1-RON2 inh | LmPK inh | Tb PYK inh | Pf growth 96h | Pf growth 48h
COC(=O)c1cc(NC(=S)N2CCN(c3ccccn3)CC2)cc(C(=O)OC)c1 | -1 | 24 | -13% | 6% | -6% | -12% | -11%
Oc1ccc(/C(Cc2ccccn2)=N\Nc2ccccc2)c(O)c1 | -1 | -5 | 38%[activator] | 25% | 1% | 7% | 9%
O=C(OCCc1cc2ccccc2c(=O)o1)c1ccc2c(c1)OCO2 | nt | nt | 9% | nt | -4% | 14% | 62%[activator]
Cc1cc(C)nc(/N=C(/NC(=O)Nc2ccc(Cl)c(Cl)c2)Nc2cccc(Cl)c2)n1 | 0 | 27 | -8% | 3% | -1% | 46%[activator] | -22%
COc1ccc(CC(=O)NC2CCSc3ccccc32)cc1OC (centres undefined) | 3 | -3 | -5% | 4% | -12% | ? | -9%
c1ccc(-c2nc(-c3ccncc3)n[nH]2)nc1 | 10 | 32 | ? | ? | -7% | 24% | -6%
O=C(Nc1ccc(CN2CCS(=O)(=O)CC2)cc1)c1ccccc1 | -1 | 2 | -2% | 2% | 4% | 1% | 4%
COc1ccc(NC(=S)NC2CCCCC2)cn1 | 20 | 44 | -6% | -2% | 0% | 7% | 11%
OC1COC(O)C(O)C1O (centres undefined) | nt | nt | -4% | nt | 5% | 32%[activator] | -4%
O=C(CNC(=O)c1ccc(Br)o1)NNC(=O)c1ccccc1 | nt | nt | -2% | nt | -5% | 14% | 16%
CC(=O)c1cccc(NC(=S)NCCc2ccc(Cl)cc2)c1 | 8 | 22 | -2% | 9% | 4% | ? | -27%
Cc1cc(C)[n+](C)n1CC(O)Cn1c2ccccc2c2ccccc21 (centres undefined) | -1 | 19 | 0% | -2% | 1% | 21% | 0.59µM*
O=C(COc1ccc([N+](=O)[O-])cc1Cl)NCCc1ccccc1 | 9 | 16 | -2% | 1% | 1% | 12% | -4%
N#Cc1cccc(NC(=O)CC2CCCCC2)c1 | 12 | 39 | 4% | 3% | 0% | 12% | 4%
CC1CCCC(NS(=O)(=O)c2cc3c(cc2Cl)NC(=O)CO3)C1C (centres undefined) | -2 | 2 | -4% | 0% | 5% | 21% | 1%
Cc1cccc2cc3c(N)c(C(=O)N4CCCc5ccccc54)sc3nc12 | -3 | 9 | 1%[11.6 µM] | 2% | -7% | 12µM* | ?
N#CCCN(C(=O)COC(=O)CCc1nc2ccccc2c(=O)[nH]1)c1ccc(F)cc1 | nt | nt | 1% | nt | -8% | -20% | -12%
NS(=O)(=O)c1ccc(CCNC(=O)C(=O)c2cn(CC(=O)N3CCOCC3)c3ccccc23)cc1 | 1 | -6 | -8% | 0% | 0% | -20% | 9%
Cc1ccc(NC(=O)CS(=O)CC(=O)N(c2ccc(C)cc2)C(C)C(=O)NC2CCCCC2)cc1 (centres undefined) | -4 | 2 | 1% | 14% | -5% | ? | 13µM*
Cc1ccc(Cl)cc1N1CCN(C(=O)C2CCN(S(=O)(=O)c3cccnc3)CC2)CC1 | -4 | -6 | 0% | 0% | 4% | ? | nt
CN1C(=O)CC(C(=O)O)SC1=Nc1cc(Cl)c(O)c(Cl)c1 (centres undefined) | 1 | -7 | -6% | 2% | nt | nt | 12%
CCCN(CCC)CCNc1c(NC2CCN(C(=O)OCC)CC2)c(=O)c1=O | -3 | 0 | 0% | 4% | 4% | ? | nt
COc1ccc(/C=C(/C(=O)Nc2ccccc2C(=O)N2CCCC2)c2ccccc2)cc1 | 1 | -5 | -24% | 1% | -8% | ? | 6.6µM*
O=C1C2C(C(=O)N1c1nccs1)C1C=CC2C12CC2 (centres undefined) | -4 | -10 | -4% | -1% | 1% | ? | 7%
CC1C=CCC2C(=O)N(c3ccccc3OC(=O)c3cccs3)C(=O)C12 (centres undefined) | -8 | -10 | 25% | 2% | 1% | ? | -17%[1.15 µM]

(further entries)
SMILES | Cycloheximide cs | Shiga toxin inh | AMA1-RON2 inh | LmPK inh | Tb PYK inh | Pf growth 96h | Pf growth 48h
Cc1nnsc1C(=O)NC(C)C12CC3CC(CC(C3)C1)C2 (centres undefined) | -2 | -23 | -7% | 2% | 5% | ? | ?
CN1CCN(C(=O)c2ccc3c(=O)n(-c4ccc(F)cc4)c(=S)[nH]c3c2)CC1 | 6 | -9 | -3% | 7% | -6% | ? | 57%[activator]
O=C(CN1CC[n+]2c(-c3ccccc3)csc21)c1ccc(Br)cc1 | 2 | 16 | 85%[activator] | -1% | -1% | ? | 7.4µM*
CCCCN(C(=O)Cc1cccc(F)c1)c1c(N)n(CCC)c(=O)[nH]c1=O | -3 | 14 | -12% | 0% | -7% | 4% | 0%
Cc1ccc(CNC(=O)C(=O)c2cn(CC(=O)N3CCCC3)c3ccccc23)cc1 | 20* | 35* | -3% | -7% | -13% | ? | 12%
O=C(N/N=C/C=C/c1ccccc1[N+](=O)[O-])c1cccs1 | 30* | 23 | 64%[activator] | 2% | -2% | ? | 21%
CCN(CC)CC#CCC(O)(c1ccccc1)c1ccc(Br)cc1 (centres undefined) | -3 | -6 | -5% | 7% | -13% | -4% | ?
c1cncc(-c2nnc3n2CCC3)c1 | -3 | -22 | 3% | -5% | 4% | -19% | 14%
COc1ccc(S(=O)(=O)NCc2ccccc2)cc1Br | -1 | -4 | nt | 0% | nt | ? | 80%[activator]
Cc1[nH]c2ccccc2c1C(O)CN1CCC2(CC1)OCCO2 (centres undefined) | -2 | -2 | -5% | 2% | 0% | 10% | -7%
Cc1nnc(N/N=C/c2ccccc2F)n1N | 11 | -6 | 37%[activator] | 2% | -3% | 4% | 27%
Cc1ccc(NC(=O)c2ccncc2)cc1[N+](=O)[O-] | 19* | 16 | 1% | 2% | -5% | -71% | 16%
O=C1C(=Cc2cccs2)C(=O)c2ccccc21 | 46* | 28 | -16% | 14µM* | -19% | 2% | 2%
O=c1oc(Nc2cccc(Cl)c2)nc2ccccc12 | 36* | 47* | 9% | 3% | -1% | 11% | 57%[activator]
CCOc1ccc(N=C2NC(=O)C(CC(=O)Nc3ccccc3)S2)cc1 (centres undefined) | 7 | 1 | 0% | 0% | 1% | 5% | 8.3µM*
COc1ccc(-n2cc(CN(C)C(C)c3ccncn3)c(-c3cccc(F)c3)n2)cc1 (centres undefined) | 3 | 2 | 28% | 0% | 1% | 8% | 10µM*
CCCc1c(C)nc(N2CCN(c3ccccc3F)CC2)[nH]c1=O | -1 | nt | 7% | 5% | -11% | ? | -11%
CCOc1ccc(C(C)NC(=S)NCc2ccc(F)cc2)cc1 (centres undefined) | -3 | 14 | 3% | -6% | 0% | -19% | ?
O=C(Nc1ccccc1)c1ccccc1NC(=O)C1CCCCC1 | -3 | -1 | -9% | 2% | -4% | 76%[activator] | -24%
CCOC(=O)N1CCN(C(=O)/C(=C/c2cccc3ccccc23)NC(=O)c2ccc(OC)c(OC)c2)CC1 | 1 | 1 | -3% | 3% | 0% | ? | ?
Cc1cccc(C(=O)N(Cc2cccs2)C2CCS(=O)(=O)C2)c1 (centres undefined) | -1 | -3 | -8% | -3% | -8% | 14% | 4%
N#Cc1ccc2c(c1)C[C@]1(CCCCN3C(=O)c4ccccc4C3=O)Oc3cc(-c4ccccc4)oc(=O)c3[C@H]2O1 | -1 | i | nt | -9%[11.5 µM] | nt | ? | ?
O=c1c2ccccc2c(C=Nc2ccc(O)cc2)c(O)n1Cc1ccccc1 | 2 | 0 | -18% | 4% | 0% | 0% | ?
CCOc1ccc(NC(=O)CNC(=O)c2cn(-c3ccccc3OC)c(=O)c3ccccc23)cc1 | -5 | -6 | -6% | 1% | 2% | -2% | nt
CC1(C)CC(O)C(CCC(O)c2ccccc2)C(C)(C)N1 (centres undefined) | 2 | -6 | 4% | 0% | -10% | -16% | -18%

More results:
SMILES | Cycloheximide cs | Shiga toxin inh | AMA1-RON2 inh | LmPK inh | Tb PYK inh | Pf growth 96h | Pf growth 48h
O=C(c1ccc(Cl)cc1)C1CCCN(Cc2cccn2-c2cccnc2)C1 (centres undefined) | -2 | -3 | -26% | 10% | 4% | 1% | 24%
CCOC(CNC(=O)c1ccc2c(c1)ncn2-c1ccccc1OC)OCC | -2 | -3 | 18% | 12% | 2% | 5% | ?
COc1cc(C(=O)Nc2ccc3c(c2)OCO3)c([N+](=O)[O-])cc1OC | -1 | 16 | 0% | -7% | 2% | 5% | 3%
COc1ccccc1NC(=O)NNC(=O)c1ccc2ccccc2c1 | -3 | -4 | 68%[activator] | 1% | -5% | 37%[activator] | ?
CC1CCN(C(=O)c2cccc(S(=O)(=O)N3CCCCC3)c2)CC1 | -4 | -16 | -6% | 0% | -13% | 3% | -5%
COc1ccc(/C=C/C(=O)c2ccc(Cl)s2)cc1O | 24* | 60 | -5% | -1% | 5% | 14% | nt
CCCCc1ccc(NC(=O)c2ccc(NS(C)(=O)=O)cc2)cc1 | 1 | -2 | -18% | -2% | 7% | -22% | 1%
Clc1ccc(-c2ccnc(-n3cccc3)n2)s1 | 8 | 16 | 5% | 0% | -3% | 15% | 5%
Cc1nn(C)c(C)c1N1C(=O)c2cccc3c(Br)ccc(c23)C1=O | -3 | -9 | -14% | 9% | 3% | -3% | -25%
CN(C)S(=O)(=O)c1cccc(NC(=O)COC(=O)CCOc2ccccc2)c1 | 11 | -10 | 5% | -1% | 1% | -5% | 8%
CCCNC(=O)CSc1nc2ccccc2c(=O)n1CCC | 3 | -15 | -10% | 10% | -4% | -23% | 11%
O=C(C1CC1)N1CCc2cc(Br)cc(S(=O)(=O)NCCN3CCOCC3)c21 | -5 | -17 | 4% | -3% | 1% | ? | 8%
CCOc1ccccc1NC(=O)CCS(=O)(=O)c1ccc2c(c1)CCN2C(C)=O | -3 | 2 | 9% | 0% | -24% | 2% | -3%
Clc1ccc(-c2nc(C3CCCCC3)no2)cc1 | 32* | 89* | 0% | -6% | -7% | -14% | 117%[activator]
CC(=O)/C=C1/SC(CC(=O)O)C(=O)N1c1ccccc1 (centres undefined) | -2 | 12 | 0% | -2% | 1% | 16% | 9%
O=C(Nc1ccc(NC(=O)C2CC2)cc1)c1ccco1 | 43* | 63* | 1% | -9% | 3% | 3% | 164%[activator]
CCCOc1ccc(C(NC(=O)CC(C)C)NC(=O)CC(C)C)cc1OC | -5 | 11 | 9% | -3% | -2% | 0% | 0%

Rewritten as labelled records: part of the list above
molecule: CC1CCN(C(=O)c2cccc(S(=O)(=O)N3CCCCC3)c2)CC1
  Cycloheximide cs = -4 | Shiga toxin inh = -16 | AMA1-RON2 inh = -6% | LmPK inh = 0% | Tb PYK inh = -13% | Pf growth 96h = 3% | Pf growth 48h = -5%

molecule: COc1ccc(/C=C/C(=O)c2ccc(Cl)s2)cc1O
  Cycloheximide cs = 24* | Shiga toxin inh = 60 | AMA1-RON2 inh = -5% | LmPK inh = -1% | Tb PYK inh = 5% | Pf growth 96h = 14% | Pf growth 48h = nt

molecule: CCCCc1ccc(NC(=O)c2ccc(NS(C)(=O)=O)cc2)cc1
  Cycloheximide cs = 1 | Shiga toxin inh = -2 | AMA1-RON2 inh = -18% | LmPK inh = -2% | Tb PYK inh = 7% | Pf growth 96h = -22% | Pf growth 48h = 1%

molecule: Clc1ccc(-c2ccnc(-n3cccc3)n2)s1
  Cycloheximide cs = 8 | Shiga toxin inh = 16 | AMA1-RON2 inh = 5% | LmPK inh = 0% | Tb PYK inh = -3% | Pf growth 96h = 15% | Pf growth 48h = 5%
